LYPLA2 inh – blocks human lysophospholipase 2, a PME1 counter-screen | actives 0.38% (n = 320,000) | recombinant LYPLA2, FP-Rh probe fluorescence polarization | AID 2177 | O95372 | inhibition, % at 5.9 µM;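 active = inhibition above the screen-wide mean plus 3 SD, limit set per campaign, cut at about 26% in these data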;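 note: 0% = LYPLA2 with DMSO and 100% = wells lacking LYPLA2 enzyme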
Target sequence (O95372 whole entry, looked up): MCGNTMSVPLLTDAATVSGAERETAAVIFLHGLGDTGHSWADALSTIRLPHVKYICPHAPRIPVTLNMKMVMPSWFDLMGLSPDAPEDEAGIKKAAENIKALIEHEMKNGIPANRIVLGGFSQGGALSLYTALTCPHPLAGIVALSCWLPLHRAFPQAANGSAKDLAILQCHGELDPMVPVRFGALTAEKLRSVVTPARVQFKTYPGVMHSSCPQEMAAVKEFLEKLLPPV
PP5 inh – PP5 (human) phosphatase inhibition | purified PP5c, OMFP substrate fluorescence | P53041 | actives 0.18% (n = 320,000) | inhibition, % at 6.7 µM;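 active = inhibition above the campaign's mean inhibition across all tested compounds plus 3 SD, cut at about 9.5% in these data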;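 note: 0% = DMSO only and 100% = 100 µM cantharidin control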
PREPL inh – human PREPL enzyme inhibition. Q4J6C6. recombinant PREPL, fluorescence polarization activity-based probe. inhibition, % at 5.96 µM. actives 0.68% (n = 320,000); in the data active = inhibition above about 43%;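 note: 0% = enzyme with DMSO and 100% = wells lacking enzyme; many of its hits are not listed in these tables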
Fh CTSL1 inh – blocks F. hepatica cathepsin L1 in PFM18AAP counter-screen; actives 0.49% (n = 300,000); inhibition, % at 5.96 µM; recombinant F. hepatica cathepsin L1, Z-Leu-Arg-MCA fluorescence;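 active = inhibition above the mean of all tested compounds plus 3 SD, set per screening campaign, cut at about 17% in these data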;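 note: 0% = plate median of test compound wells and 100% = 1 µM Z-Phe-Ala-diazomethylketone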
Efflux pump mplx – antifungal efflux pump inhibition, Nile Red retention | S. cerevisiae Candida pump triplex | inhibition, % at 10 µM | actives 0.44% (n = 330,000);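 active = plate passing quality check with inhibition over a set limit, or well fluorescence over plate mean plus 4 SD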;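 note: Nile Red retained in pooled yeast measured as flow cytometry median fluorescence; 0% = buffer negative control and 100% = Enniatin B positive control; higher means more Nile Red kept so more efflux inhibition; some compounds called inactive have numbers as strong as hits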
TPT1 inhibitor – C. albicans TPT1 enzyme inhibition; recombinant caTPT1, FP RNA substrate dephosphorylation; inhibition, % at 5 µM; actives 0.81% (n = 300,000);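 active = inhibition above the mean of all tested compounds plus 3 SD, set per screening campaign, cut at about 24% in these data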;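 note: plate controls were DMSO alone for no effect and ferristatin control at 100 nM for full effect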
PP1 inh – counter-screen for PP5 inhibitors: inhibitors of human PP1-alpha. actives 0.9% (n = 320,000). inhibition, % at 6.7 µM. purified PP1alpha, OMFP fluorescence;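 active = inhibition above the mean inhibition of all tested compounds plus 3 SD, computed separately for each screening campaign, cut at about 15% in these data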
Target sequence (P62136 whole entry, looked up): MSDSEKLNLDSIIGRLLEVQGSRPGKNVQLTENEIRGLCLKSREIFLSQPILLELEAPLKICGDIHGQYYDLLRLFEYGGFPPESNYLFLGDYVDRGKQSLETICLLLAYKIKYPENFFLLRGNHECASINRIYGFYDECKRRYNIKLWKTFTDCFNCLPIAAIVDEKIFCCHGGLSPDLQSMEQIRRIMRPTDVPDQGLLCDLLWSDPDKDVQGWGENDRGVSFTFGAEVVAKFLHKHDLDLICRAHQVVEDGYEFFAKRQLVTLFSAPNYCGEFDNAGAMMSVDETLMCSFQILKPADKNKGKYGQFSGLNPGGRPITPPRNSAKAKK
GASC-1 inh – inhibitors of human GASC-1 (JMJD2C) demethylase; Q9H3R0; GST-JMJD2C(1-420) H3K9me3 demethylation, DELFIA europium; inhibition, % at 2.35 µM; actives 0.069% (n = 330,000);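 active = more than half of a compound's replicate wells show inhibition beyond 50%, single wells judged on their own value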;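 note: signal counts dimethyl H3K9 product captured on neutravidin plate; 0% = median of DMSO wells and 100% = 0.3 times that DMSO median; strong numbers were not always called active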
core dimer inh – HCV core protein dimerization inhibition | actives 0.33% (n = 300,000) | AID 1899 | inhibition, % at 5 µM | TR-FRET GST/Flag-core106 dimerization, 1536-well;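 active = inhibition above the mean of all tested compounds plus 3 SD, set per screening campaign, cut at about 45% in these data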
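Material: GST/Flag-tagged HCV core106 proteins. Incubation: 4 h, 22.5 °C incubation. Read-out basis: inhibition (%) from 671 over 617 nm ratio. Measured by: TR-FRET, excitation 340 nm, emission 617 and 671 nm.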
An asterisk follows results filed as active; i = inactive; . = no result given; + = active, no number; & = joins results of further samples. An excerpt (hit frequency here may not be typical).

Molecule	PREPL inh	Efflux pump mplx	core dimer inh	GASC-1 inh	PP1 inh	PP5 inh	Fh CTSL1 inh	TPT1 inhibitor	LYPLA2 inh
CCC1(CC)C(=O)N(C)C(=O)NC1=Nc1ccccc1	-9	0.0	6	1	-3	-0.6	-5	-4	1
COc1cccc2cc(C(C)=O)oc12	5	0.0	-5	8	2	2.8	-4	-5	2
COc1ccnc(Oc2cccc(C(F)(F)F)c2)c1C(=O)N/C=N/OCc1ccccc1F	-11	-0.5	-2	19	2	3.8	4	0	-9
COC(=O)[C@@H]1C[C@@]2(O)[C@H](O)[C@H](O)[C@H](O)C[C@H]2N1Cc1ccc(-c2ccccc2)cc1	8	.	-13	-8	2	4.8	0	0	-5
O=[N+]([O-])c1cc(CS(=O)(=O)Oc2ccc(Cl)cc2)c(O)c([N+](=O)[O-])c1	-9	0.0	2	-4	0	1.6	1	-3	-1
COc1ccc(NC(=O)O/N=C/c2ccccc2Cl)cc1	18	0.1	4	-25	-1	1.6	3	2	0
CCC(C)N(C(=O)COC(=O)c1cc([N+](=O)[O-])ccc1N1CCOCC1)C1CCS(=O)(=O)C1 (stereo not given)	-12	-0.2	0	-3	-2	-0.6	2	1	2
COc1ccc(S(=O)(=O)N2CCC(O)(c3ccc(Cl)cc3)CC2)cc1	-65	0.2	5	2	1	4.1	5	7	-9
CC(C)C(=O)N=C1SC2CS(=O)(=O)CC2N1Cc1ccccc1 (stereo not given)	4	-0.1	7	4	3	2.1	-4	1	3
CCOc1ccc(C2OC(=O)Cc3cc(OC)c(OC)cc32)cc1 (stereo not given)	10	-0.1	-2	3	-5	0.9	-2	2	-4
COc1ccc(C)cc1NC(=O)c1nnn(CCc2ccccc2)c1N	0	0.0	0	-7	0	3.2	1	1	0
Cc1cccc(-n2c(O)c(C=Nc3ccccc3N)c(=O)[nH]c2=O)c1	7	0.0	-1	5	2	-0.9	2	5	-2
CC(C)CCn1c(N2CCCC2)nc2c1c(=O)n(C)c(=O)n2C	4	-0.1	5	-34	-4	0.6	2	-2	-4
CC1=NN(c2ccccc2)C(=O)/C1=C/C=C/c1ccccc1	2	-0.1	12	-4	7	2.4	-1	-5	2
O=C(NNC(=O)C1CC1c1ccccc1)Nc1ccccc1 (stereo not given)	-2	0.1	-4	-14	-2	-1.5	0	1	-1
O=C(CSc1nc(=O)n(CCCN2CCOCC2)c2c1CCC2)Nc1cccc(F)c1	-5	0.0	1	-12	-2	0.8	1	0	-3
CCOC(=O)c1ccc(NC(=O)Nc2c(C)n(C)n(-c3ccccc3)c2=O)cc1	12	-0.2	3	-1	-2	1.3	-1	-3	2
Cc1cc(C)c(-n2c(SCc3nc4ccccc4s3)n[nH]c2=O)c(C)c1	-5	0.2	2	6	-2	2.5	0	-3	-3
COc1cccc(C2C(C(=O)c3cccs3)=C(O)C(=O)N2CCN(C)C)c1OC (stereo not given)	3	0.0	11	-1	-1	-0.2	-1	-5	-1
Fc1ccc(-c2csc(NC(=S)Nc3ccccc3)n2)cc1	13	0.1	15	-2	10	-0.6	-3	3	-6
CCOc1cc(/C=N/NC(=O)c2cccc(S(=O)(=O)N3CCCC3)c2)ccc1OCC(=O)N(C)C	10	0.0	-5	-7	-2	-1.3	10	2	2
Cc1ccc(C(=O)CC(=O)COc2ccc(Cl)cc2C)cc1	-7	0.1	4	-5	2	1.1	1	0	-1
Cc1ccc(NC(=O)C2=CC=CN3CCS(=O)(=O)N=C23)cc1	6	0.0	.	2	-7	0.4	.	.	0
COc1cccc2cc(-c3cc(=O)oc4cc(C)c(OCC(C)=O)cc34)oc12	-2	0.7	-5	-28	-1	2.1	-4	0	0
Cc1cc(C)n(-c2ncnc3ccccc23)n1	7	-0.2	0	2	-1	-3.2	12	-3	3
Cc1nc2nc(SCC(=O)c3ccc([N+](=O)[O-])cc3)[nH]c2cc1Br	7	-0.1	0	11	2	1.6	0	-2	7
CC(C)Sc1nnc(NC(=O)CCc2ccccc2)s1	1	-0.1	0	47	1	0.5	2	1	14
O=C1C=C(c2ccc3c(c2)OCO3)C[C@@H](c2ccc3c(c2)OCO3)C1	-5	-0.1	.	2	-4	-1.1	.	.	-4
Cc1cc(C)c2nc(C(F)(F)F)nc(N3CC(C)OC(C)C3)c2c1 (stereo not given)	1	-0.1	-3	8	3	3.2	1	3	-4
COCCn1c(SCC(=O)Nc2cc(C)cc(C)c2)nc2ccccc2c1=O	-15	0.0	7	-2	-1	1.9	0	3	0
COCCn1c(N)c(C(=O)Nc2sc3c(c2C(=O)OC)CCCC3)c2nc3ccccc3nc21	4	-0.3	2	1	-1	-0.9	-1	2	10
COc1ccc(OCCSc2nc(-c3ccccc3)cc(=O)[nH]2)cc1	2	0.1	7	-2	1	1.7	6	4	1
CCN(C(C)=O)N(CC)c1nc(Cl)nc(NC(C)C)n1	19	0.1	-10	-1	-6	0.9	-1	3	-3
Cc1cc(C)c(NC(=O)Cn2c([N+](=O)[O-])cnc2C)c(C)c1	-9	0.0	-2	13	6	-2.8	1	-2	-2
O=C(CCC(=O)c1cccs1)NNC(=O)c1ccc(Cl)cc1	14	-0.1	.	-4	-4	1.9	.	.	0
O=C(Cc1csc(-c2ccc(F)cc2)n1)Nc1cccc(S(=O)(=O)NC2=NCCC2)c1	8	-0.3	.	-12	2	2.7	.	.	10
CCn1c(SCc2ccc(C(=O)Nc3cc(C)cc(C)c3)cc2)nnc1-c1ccncc1	-3	-0.3	4	0	3	4.0	-4	-4	-1
O=C(NCCc1cccc(F)c1)C1CCCN(c2nc3ccccc3s2)C1 (stereo not given)	2	0.0	4	10	-1	0.9	0	-1	4
CN1CCN(c2nc3c(c(=O)n(C)c(=O)n3C)n2CC(N)=O)CC1	12	1.1	3	-4	-11	1.0	5	-3	-1
CSc1nc(SC)c2c3c(oc2n1)COC(C)(C)C3	-1	0.0	4	19	4	1.3	-1	-2	8
CCS(=O)(=O)c1ccc2oc(SCC(=O)NCCc3ccc(F)cc3)nc2c1	7	-0.1	1	13	-1	1.2	-3	-3	-4
CN(C)CCOC(=O)C1(c2ccccc2)CCOCC1	-3&1	-0.1&0.0	3&-3	1&5	-2&-3	0.6&-0.1	1&1	-4&0	6&3
N#C/C(=C\c1cccc(OC(=O)c2cccs2)c1)C(N)=O	38	0.1	-2	-7	-3	-3.7	-10	-1	0
Cc1cccc(OCCCn2c(CO)nc3ccccc32)c1	14	0.0	-4	-4	-1	-1.4	10	-3	8
COc1ccccc1CNC(=O)COC(=O)CSc1ccc(Cl)cc1	10	0.1	4	-9	1	3.0	-10	0	1
COC(=O)CSc1nnc(CNc2ccc(Cl)cc2)n1-c1ccccc1	9	0.0	6	2	0	0.3	-1	-1	3
O=C(CCCN1C(=O)/C(=C\c2cccs2)SC1=S)Nc1ccc(O)cc1C(=O)O	24	0.1	-1	-7	5	-0.3	3	1	-2
Cc1csc(Nc2ccccc2)n1	-3	0.1	-2	-1	-4	2.2	-1	+	3
C#CC(CC)(CC)NC(=O)c1ccc(Br)s1	0	0.0	-2	-2	-2	-0.1	2	1	7
O=C(Cc1ccccc1)Nc1nccs1	4	0.0	-8	0	0	2.2	-6	1	-1

Shown as a hit in TPT1 inhibitor (from the list above):
Compound,PREPL inh,Efflux pump mplx,core dimer inh,GASC-1 inh,PP5 inh,TPT1 inhibitor
Cc1csc(Nc2ccccc2)n1,-3,0.1,-2,-1,2.2,+

Additional entries
Molecule	PREPL inh	Efflux pump mplx	core dimer inh	GASC-1 inh	PP1 inh	PP5 inh	Fh CTSL1 inh	TPT1 inhibitor	LYPLA2 inh
Nc1nnc(SCC(=O)NNC(=O)c2ccc([N+](=O)[O-])cc2)s1	-5	0.0	.	-4	-1	-1.0	.	.	5
COc1cnn(-c2cccc(C(F)(F)F)c2)c(=O)c1Cl	8	0.0	-1	-5	0	-1.8	-1	-1	-6
O=C(CSc1nnnn1-c1ccc2c(c1)CCC2)NCc1cccs1	-1	0.0	-6	i	2	2.4	0	0	3
O=C(Nc1ccc(Cl)cc1)N1CCC(c2nc(-c3cccs3)no2)CC1	-8	0.6	3	0	-1	2.6	2	-1	4
CN(CC(=O)NCc1ccccc1Cl)CC(=O)Nc1ccccc1Br	-1	-0.1	.	-4	-2	0.7	.	.	2
CC(C)c1nnc(SCC(=O)Nc2ccc3c(c2)OCO3)n1C	9	-0.1	-2	-12	0	-2.5	-4	-3	1
CC(c1ccccc1)N(NC(=O)C(O)(c1ccccc1)c1ccccc1)C(=O)c1ccccc1 (stereo not given)	-1	0.0	-2	19	11	-1.4	1	0	-7

Some of these compounds in order of molar mass, highest first.
Molecule	PREPL inh	Efflux pump mplx	core dimer inh	GASC-1 inh	PP1 inh	PP5 inh	Fh CTSL1 inh	TPT1 inhibitor	LYPLA2 inh
CC(c1ccccc1)N(NC(=O)C(O)(c1ccccc1)c1ccccc1)C(=O)c1ccccc1 (stereo not given)	-1	0.0	-2	19	11	-1.4	1	0	-7
O=C(CSc1nnnn1-c1ccc2c(c1)CCC2)NCc1cccs1	-1	0.0	-6	i	2	2.4	0	0	3
Nc1nnc(SCC(=O)NNC(=O)c2ccc([N+](=O)[O-])cc2)s1	-5	0.0	.	-4	-1	-1.0	.	.	5
CC(C)c1nnc(SCC(=O)Nc2ccc3c(c2)OCO3)n1C	9	-0.1	-2	-12	0	-2.5	-4	-3	1
